# FadD28 binding – inhibitors of FadD28 bisubstrate probe binding, primary screen, biochemical, fluorescence polarization, single point | Mycobacterium tuberculosis FadD28 fatty-acid-AMP ligase | inhibition, % at 12.5 µM | 360,000 tested, 0.22% active | AID 588549, 2011; in the data active = inhibition above about 8.5%, passing the limit was not always enough; inconclusive = no clear call, values can overlap the other calls
# Mtb FBA inh – Mtb FBA enzyme inhibitors, primary screen, biochemical, fluorescence, strain H37Rv; Fructose-bisphosphate aldolase (Mycobacterium tuberculosis (strain ATCC 25618 / H37Rv)), …; purified M. tuberculosis FBA, fluorescence read-out; inhibition, % at 1 µM; 360,000 tested, 2.3% active; in the data active = inhibition above about 27%;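 also: 0% = vehicle and 100% = reference inhibitor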
# Target sequence (P9WQA3 whole entry, looked up): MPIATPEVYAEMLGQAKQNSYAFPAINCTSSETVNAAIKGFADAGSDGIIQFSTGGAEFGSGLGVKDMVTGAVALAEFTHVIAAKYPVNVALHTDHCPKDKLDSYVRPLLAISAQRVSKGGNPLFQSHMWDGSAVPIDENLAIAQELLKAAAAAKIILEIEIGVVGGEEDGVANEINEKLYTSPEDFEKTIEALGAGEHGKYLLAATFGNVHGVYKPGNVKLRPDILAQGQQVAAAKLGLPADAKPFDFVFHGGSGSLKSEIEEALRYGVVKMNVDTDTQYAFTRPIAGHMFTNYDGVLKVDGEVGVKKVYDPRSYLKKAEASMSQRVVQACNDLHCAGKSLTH
# Anthrax LF prot – Bacillus anthracis LF protease inhibitors, primary screen, biochemical, multiplex microsphere, MLPCN library; Lethal factor (Bacillus anthracis), P15917; multiplex microsphere protease cleavage assay; inhibition, % at 10 µM; 360,000 tested, 0.12% active; AID 588501, 2011; also: plate controls were buffer without enzyme for full effect and enzyme alone for no effect
# GDH-TPI counter – GDH-TPI coupling enzyme inhibitors, primary screen, artefact control for M. tuberculosis FBA inhibitor project, biochemical, absorbance, full deck. GDH-TPI coupled enzyme counterscreen, NADH absorbance. AID 588335, 2011. inhibition, % at 4.8 µM. 360,000 tested, 1.2% active; in the data active = inhibition above about 30%;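 also: 0% = DMSO wells and 100% = wells lacking the enzyme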
# BoNT-F LC inh – BoNT/F light chain protease inhibitors, primary screen, biochemical, flow cytometry, MLPCN library; Botulinum neurotoxin type F light chain protease (Clostridium botulinum); Multiplex microsphere protease cleavage assay; inhibition, % at 10 µM; 360,000 tested, 0.22% active; AID 588497, 2011; in the data active = inhibition above about 35%, passing the limit was not always enough; inconclusive = no clear call, values can overlap the other calls; also: plate controls were buffer without enzyme for full effect and enzyme alone for no effect
# BoNT A protease – BoNT/A light chain protease inhibitors, primary screen, biochemical, flow cytometry, MLPCN library | AID 588499, 2011 | multiplex microsphere protease substrate cleavage | inhibition, % at 10 µM | Botulinum neurotoxin type A light chain protease (Clostridium botulinum A str. ATCC 3502) | 360,000 tested, 0.17% active; also: plate controls were buffer without enzyme for full effect and enzyme alone for no effect
# Mtb BioA inh – M. tuberculosis BioA enzyme inhibitors, primary screen, biochemical, plate reader, single point, HTS | purified M. tuberculosis BioA enzyme | 360,000 tested, 0.096% active | 7,8-diaminopelargonic acid synthase BioA (Mycobacterium tuberculosis) | inhibition, % at 9.99 µM; in the data active = inhibition above about 40%; inconclusive = no clear call, values can overlap the other calls
# Mtb UGM inh – M. tuberculosis UGM enzyme inhibitors, primary screen, biochemical, fluorescence polarization, single point. 320,000 tested, 0.06% active. purified UGM, fluorescence polarization probe displacement. inhibition, % at 10 µM. AID 504406, 2011; in the data active = inhibition above about 10%, passing the limit was not always enough; inconclusive = no clear call, values can overlap the other calls
# Target sequence (P9WIQ1 whole entry, looked up): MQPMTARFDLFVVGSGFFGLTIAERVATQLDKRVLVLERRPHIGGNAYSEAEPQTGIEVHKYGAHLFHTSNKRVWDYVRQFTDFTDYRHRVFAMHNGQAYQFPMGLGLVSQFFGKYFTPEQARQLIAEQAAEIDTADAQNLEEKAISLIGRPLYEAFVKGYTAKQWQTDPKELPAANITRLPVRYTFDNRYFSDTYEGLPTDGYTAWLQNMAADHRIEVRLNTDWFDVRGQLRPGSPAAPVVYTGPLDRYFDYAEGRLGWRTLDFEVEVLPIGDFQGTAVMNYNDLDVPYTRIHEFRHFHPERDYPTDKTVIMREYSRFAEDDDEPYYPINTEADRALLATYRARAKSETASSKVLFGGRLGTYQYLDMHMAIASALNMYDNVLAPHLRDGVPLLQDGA
# PfHsp40 rescue – rescue of yeast from PfHsp40 toxicity, primary screen, S. cerevisiae, ATP luminescence | 340,000 tested, 0.68% active | growth rescue, % at 12.5 µM | S. cerevisiae expressing PfHsp40, growth rescue; in the data active = growth rescue above about 28%, passing the limit was not always enough; inconclusive = no clear call, values can overlap the other calls;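 also: yeast W303a lacking pdr1 and pdr3 grown in galactose medium; growth measured after three days at 30 °C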
# Starred values were filed as active, the others as inactive; ? = inconclusive; · = not tested or not shown; & = joins results of further samples. Rule as the data show it, unless noted: active = inhibition above about 30%; inconclusive = no clear call, values can overlap the other calls; inactive = below that.
SMILES,FadD28 binding,Mtb FBA inh,Anthrax LF prot,GDH-TPI counter,BoNT-F LC inh,BoNT A protease,Mtb BioA inh,Mtb UGM inh,PfHsp40 rescue
COc1ccc(CN2CCC[C@]3(N[C@H](c4ccc(C(F)(F)F)cc4)[C@@H]4C(=O)N(Cc5ccccc5)C(=O)[C@@H]43)C2=O)cc1,-1.4,0,-6,14,-11,-0.6,0.2,·,·
Cc1nn(C)cc1C(C(=O)NC1CCCCC1)N(C(=O)Cc1cccs1)c1ccc(Cl)cc1 (configuration not stated),-2.1,0,2,-9,6,-0.7,0.0,-0.8,0.3
CC(=O)Nc1ccc(S(=O)(=O)NNC(=O)C(=O)NNc2ccccn2)cc1,-0.7,-1,-4,12,-13,-2.0,-0.6,-0.5,0.1
CC(=O)Nc1ccc(S(=O)(=O)NCC2CCC(C(=O)NC(C)c3ccccc3)CC2)cc1 (configuration not stated),-3.5,6,-8,-10,0,0.0,·,0.8,-1.0
c1ccc(Cn2c(CSc3nnnn3-c3ccccc3)nc3ccccc32)cc1,1.1,9,-1,-4,1,0.9,-0.3,-0.8,1.6
CC(SC1=NCCN1S(=O)(=O)c1ccc(F)cc1)c1ccccc1 (configuration not stated),1.7,-1,-2,-4,7,1.6,0.4,3.1,1.0
CCCc1nnc(NC(=O)CCC(=O)N2CCN(Cc3ccc(Cl)cc3)CC2)s1,-4.6,-4,0,-3,1,-0.2,-1.2,-0.1,0.6
O=C(Nc1cc2c3c(c1)CC(=O)N3CCC2)c1ccco1,-2.6,-3,1,1,-10,1.4,1.5,1.3,-0.1
COCCn1nnnc1C(c1ccc(OC)cc1)N1CCN(c2ccccc2F)CC1 (configuration not stated),-2.3,0,-3,1,-3,0.2,1.1,-1.7,2.4
COc1ccc(C(=O)Cn2c(=N)n(C)c3ccccc32)cc1,-0.6,4,9,5,13,0.3,0.0,2.4,-0.6
CC(C)(C)C1CCC(=NNc2ncc(C(F)(F)F)cc2Cl)CC1 (configuration not stated),-2.3,1,-1,3,-2,?,1.4,2.4,-1.1
CC(C)(C)OC(=O)C[C@H]1C/C=C\C[C@@H](CC(=O)N[C@@H](CO)Cc2ccccc2)C(=O)N2CCC[C@@H]2COC1=O,-4.5,-1,4,8,-4,0.3,0.3,-2.5,2.5
CCCN(CC(=O)Nc1ccccc1OC)C(=O)CSc1nc(C)cc(C)n1,-0.4,0,4,3,-9,-4.0,1.2,4.5,-2.3
COc1ccc(Nc2cc(NCCCO)c([N+](=O)[O-])c3nonc23)cc1,0.1,-9,12,26,-9,-1.7,0.3,-0.3,2.0
CCOC(=O)N1CCN(c2ccc([N+](=O)[O-])cc2F)CC1C (configuration not stated),0.2,0,4,10,2,1.3,·,-0.9,-0.7
COc1ccc2c(CC(=O)OCC(=O)Nc3cccc(S(N)(=O)=O)c3)coc2c1,-3.6,2,-12,-1,1,-0.3,4.0,-0.9,1.1
Nc1ncnc(Nc2cccc(C(F)(F)F)c2)n1,-0.1,0,1,17,-3,?,-2.0,2.0,1.3
O=C1C(c2c(O)[nH]c3ccccc23)=Nc2ccccc21,-1.9,13,8,5,-2,0.4,-1.1,-1.5,-1.7
O=C(c1ccccc1)C1CCN(C(=O)C2CCC(=O)N(Cc3cccc(F)c3)C2)CC1 (configuration not stated),-0.1,3,4,-1,-3,-0.9,0.1,·,0.6
COC(=O)c1cc(S(=O)(=O)NCc2ccccc2Cl)c[nH]1,-3.6,0,2,-7,-5,-1.2,4.0,1.0,2.1
COCOc1cccc(CN2CCC2(C)C(=O)Nc2ccc3c(c2)OCO3)c1 (configuration not stated),-1.6,0,0,9,0,-0.6,-0.8,·,·
Cc1snc(S(=O)(=O)Cc2ccccc2Cl)c1C#N,-5.6,2,-3,-10,-1,-0.7,1.0,-0.2,0.2
COc1cccc(OC)c1C(=O)NC(=S)N1CCOCC1,-0.5,5,0,2,3,-0.6,·,-0.2,-0.5
Cc1cc(NC(=O)C2CCN(S(=O)(=O)c3c(C)noc3C)CC2)ccc1Br,1.2,2,-2,20,3,2.3,0.0,0.8,0.6
COc1ccc(/C=N\Nc2ccc([N+](=O)[O-])cc2[N+](=O)[O-])c(C(=O)O)c1OC,-2.2,-3,3,24,-3,0.1,·,5.1,1.4
Cc1c(C(=O)N2CCCC2)c(S(=O)(=O)N2CCN(c3ccccc3F)CC2)c(C)n1C,-2.9,-2,0,-7,8,2.0,-0.6,-0.5,-2.1
COc1cc(C(C(=O)NC2CCCC2)N(C(=O)c2snc(C(N)=O)c2N)C2CCCC2)cc(OC)c1OC (configuration not stated),-4.2,2,-8,2,10,0.5,0.9,-1.0,1.1
O=C(C1CCN(S(=O)(=O)c2cccc3nsnc23)CC1)N1CCc2ccccc21,-0.9,3,-1,7,-16,-0.1,1.6,0.2,-0.5
O=C(O)C1CC=CCC1C(=O)Nc1ccc(N2CCN(Cc3ccccc3)CC2)cc1 (configuration not stated),-0.9,-1,-3,0,-26,-0.1,·,1.3,0.4
CC(=O)N1CCN(C(=O)COC(=O)/C=C/c2ccccc2[N+](=O)[O-])CC1,·,0,-4,10,2,0.1,-2.6,0.1,-0.3
CC(C(=O)Nc1ccc(F)c(F)c1F)N(C)Cc1cccs1 (configuration not stated),0.5,0,-3,-4,-1,1.4,1.8,1.1,-0.1
O=C(CNc1ccccc1)Nc1ccc(F)cc1,-3.7,0,-2,5,2,-0.6,·,1.2,-1.7
c1ccc2c(c1)NC(CN1CCOCC1)CO2 (configuration not stated),0.3,3,-4,9,25,-0.2,1.3,0.3,-0.1
COc1ccc(NC(=O)c2c(C)cc(=O)oc2C)c(OC)c1,-3.7,-1,-3,-4,-2,0.3,-0.1,-2.9,-1.0
CC(C)C(NC(=O)c1cccs1)c1nnc(SCC(=O)Nc2nccs2)n1C (configuration not stated),-2.7,-3,-4,-4,5,4.1,-0.2,-1.1,0.4
CC(C)(C)C(=O)/C(=C/c1ccncc1)n1cncn1,-4.0,1,-2,-3,0,-0.2,·,1.8,-0.5

# Structures shown so far that have two or more sulfur atoms:
SMILES,FadD28 binding,Mtb FBA inh,Anthrax LF prot,GDH-TPI counter,BoNT-F LC inh,BoNT A protease,Mtb BioA inh,Mtb UGM inh,PfHsp40 rescue
CC(SC1=NCCN1S(=O)(=O)c1ccc(F)cc1)c1ccccc1 (configuration not stated),1.7,-1,-2,-4,7,1.6,0.4,3.1,1.0
Cc1snc(S(=O)(=O)Cc2ccccc2Cl)c1C#N,-5.6,2,-3,-10,-1,-0.7,1.0,-0.2,0.2
O=C(C1CCN(S(=O)(=O)c2cccc3nsnc23)CC1)N1CCc2ccccc21,-0.9,3,-1,7,-16,-0.1,1.6,0.2,-0.5
CC(C)C(NC(=O)c1cccs1)c1nnc(SCC(=O)Nc2nccs2)n1C (configuration not stated),-2.7,-3,-4,-4,5,4.1,-0.2,-1.1,0.4

# The list continues.
SMILES,FadD28 binding,Mtb FBA inh,Anthrax LF prot,GDH-TPI counter,BoNT-F LC inh,BoNT A protease,Mtb BioA inh,Mtb UGM inh,PfHsp40 rescue
CCc1ccccc1NC(=O)Cn1nnc(-c2cccs2)n1,0.2,0,0,10,1,-0.5,-2.1,-2.3,-1.9
CC(C)n1cc(C(=O)c2cc(Br)ccc2O)cc(C#N)c1=O,-4.1,1,-6,0,-2,-0.2,0.4,3.3,1.6
COc1ccc(C(=O)NNC(=O)C(=O)Nc2ccc(C)c(Cl)c2)cc1,0.1,0,-4,4,-8,-0.3,·,-0.5,0.5
c1ccc(COc2ncnc3c2ncn3CCCNC2CCN(Cc3ccccc3)CC2)cc1,-2.6,1,4,11,-13,0.0,1.5,·,·
COc1cc(NC(=O)C(C)Oc2ccccc2)c(OC)cc1NC(=O)c1ccccc1 (configuration not stated),-0.6,2,-1,13,0,10,-0.1,1.1,7.4
Cc1ccc(CNC(=O)C2CCN(C(=O)Nc3ccc(C)cc3)CC2)cc1,·,1,-3,-1,-1,0.9,-0.9,·,-2.7
CC(C)CCN1CC(C(=O)NCc2ccc(F)cc2)CC1=O (configuration not stated),-3.3,-4,-4,3,-15,0.8,0.6,2.5,-1.5
COCCOCCOCCC(=O)NC1CC2CCC1(C)C2(C)C (configuration not stated),0.5,3,-12,8,0,1.6,·,3.6,-0.9
Cc1nnc(N2CCCC(C(=O)NCc3cccc(F)c3)C2)c2nn(-c3ccccc3)c(C)c12 (configuration not stated),-1.4,21,4,7,19,-2.7,2.0,-6.7,-0.6
CSc1cccc(N2CC(C(=O)NCCN3C(=O)S/C(=C\c4cccnc4)C3=O)CC2=O)c1 (configuration not stated),-1.0,2,0,19,2,-1.8,0.7,2.8,0.0
CSc1ccc(OC2(C)CCN(Cc3ccc(C(C)C)cc3)C2)cc1 (configuration not stated),-0.8,4,3,9,-4,-0.9,0.5,·,·
O=[N+]([O-])c1cc(-c2cnc3ccccc3n2)ccc1Oc1ccc(Cl)cc1,-0.4,-3,0,9,-5,3.8,·,-0.4,-1.6
CCOC(=O)c1c(C)c(C(=O)NCc2cccs2)c(C)n1C,0.0,5,-7,6,-9,-8.1,0.2,0.4,0.1
O=C(C1=C[C@H](c2coc3ccccc3c2=O)C[C@H](OCCCCO)O1)N1CCOCC1,-1.1,3,-3,4,5,-0.1,-1.3&-0.9,-2.8,0.0
N#Cc1cn(CCOc2ccccc2F)c2ccccc12,-1.1,-6,-5,7,-9,-0.5,-2.7,1.0,9.6
CCC(=O)Nc1ccc(C(=O)n2nc(C)cc2C)cc1,-1.8,-1,-2,2,-2,0.5,-0.4,-1.9,-0.9
CC(=O)Cc1nsc(NC(=O)c2ccc(Br)o2)n1,-1.9,-3,5,18,-1,0.9,0.0,0.6,0.0
Cc1ccc(S(=O)(=O)Nc2nc3ccccc3s2)cc1,-0.6,0,-7,2,-15,-1.1,0.4,1.4,0.8
COc1cccc2cc(-c3ccnc(N)n3)oc12,-1.4,3,-3,18,1,0.3,-1.3,0.6,0.8
COc1ccc(OC)c(S(=O)(=O)NCCCN2CCCC2=O)c1,-0.3,-1,-3,7,-1,1.8,1.1,-2.4,-0.8
CN(CC(=O)Nc1cccc(F)c1)C(=O)c1ccc(-n2cncn2)c([N+](=O)[O-])c1,-1.3,-1,-3,9,1,1.4,7.0,-1.3,0.0
COc1ccccc1CNS(=O)(=O)c1c(C)nc2scc(C)n2c1=O,-0.5,19,-1,10,-8,-2.7,-2.1,1.5,-1.1
Cc1ccccc1-n1c(=O)n(Cc2ccc(C(=O)O)cc2)c(=O)c2[nH]cnc21,-3.7,0,-7,-3,-17,-4.1,-0.2,-2.2,-0.5
Cc1c(C(=O)NCc2ccccn2)sc2nc(-c3ccccc3)cn12,-1.4,5,-12,10,-5,0.2,0.0,0.4,3.0
C[C@H]1CN([C@@H](C)CO)C(=O)CCCn2nncc2CO[C@H]1CN(C)S(=O)(=O)c1ccc(Cl)cc1,-1.1,3,-8,9,-2,-0.1,-1.8&-2.2,·,·
CCOc1ccc(C(=O)NCC2(c3ccccc3)CCOCC2)cc1,-0.1,2,-1,5,-14,-0.7,-0.1,-0.3,-0.4
C/C(=N\NS(=O)(=O)c1ccc(Br)cc1)c1ccncc1,3.4,2,0,-17,-3,0.6,0.9,0.4,0.0
CCC(CC)C(=O)Nc1cc(OC)c(OC)cc1C(=O)O,1.3,7,1,-2,14,-0.1,-3.1,4.7,-1.0

# Assay outcomes as filed in PubChem BioAssay.
